Wee1 degr inh – blocks degradation of human Wee1 kinase; AID 1321; reporter increase, % at 5 µM; 220,000 compounds, 1.2% hits; HeLa Luc-Wee1K328M stability, luciferase luminescence; 100% = proteasome inhibitor MG132 effect; P30291;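 active = activation above the mean of all tested compounds plus 3 SD, set per screening run, cut at about 8.8% in these data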;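 also: cells exposed to compound for 20 h before luminescence read; 0% = DMSO alone and 100% = MG132 at 30 µM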
Target sequence (P30291 whole entry K328M): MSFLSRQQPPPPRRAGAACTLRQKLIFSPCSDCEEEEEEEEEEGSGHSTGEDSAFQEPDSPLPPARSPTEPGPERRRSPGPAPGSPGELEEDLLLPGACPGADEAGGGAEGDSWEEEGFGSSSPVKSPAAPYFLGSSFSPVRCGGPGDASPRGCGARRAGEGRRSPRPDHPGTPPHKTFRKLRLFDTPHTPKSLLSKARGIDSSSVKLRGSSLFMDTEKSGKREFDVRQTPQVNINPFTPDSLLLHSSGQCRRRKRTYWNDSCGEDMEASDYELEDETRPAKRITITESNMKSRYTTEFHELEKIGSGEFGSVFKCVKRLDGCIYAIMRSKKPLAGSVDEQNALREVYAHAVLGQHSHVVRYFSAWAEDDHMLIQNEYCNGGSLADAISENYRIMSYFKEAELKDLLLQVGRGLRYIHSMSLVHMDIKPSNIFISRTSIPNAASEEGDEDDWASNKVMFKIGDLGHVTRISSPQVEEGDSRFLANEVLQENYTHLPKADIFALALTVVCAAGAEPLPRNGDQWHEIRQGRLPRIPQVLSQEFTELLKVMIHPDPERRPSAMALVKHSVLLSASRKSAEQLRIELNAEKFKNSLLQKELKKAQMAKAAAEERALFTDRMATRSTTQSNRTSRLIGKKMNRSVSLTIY
zfTRPN1 agonist – activates the zebrafish TRPN1 channel; HEK293 zebrafish TRPN1-YFP, Fluo-8 calcium fluorescence; 100% = response to 87 µM carbachol; activation, % at 3 µM; 220,000 compounds, 0.18% hits; AID 1424;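 active = activation above its plate's cutoff, the mean activation of test wells on that plate plus 3 SD, cut at about 19% in these data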;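 also: 0% = DMSO alone and 100% = 87 µM carbachol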
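Material: zebrafish TRPN1-YFP in HEK293 cells; Doses: single test compound dose, 3 µM nominal, 0.3% DMSO; Timing: dye loading 1 h at 37 °C, then 30 min room temperature; Technique: intracellular calcium fluorescence with Fluo-8; Benchmarks: high carbachol 87 µM, low DMSO alone.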
PPC-1+TRAIL kill – PPC-1 cancer cell killing with TRAIL present | PPC-1 cells + TRAIL, ATPLite viability luminescence | cell killing (% activity), % at 4 µM | 220,000 compounds, 0.41% hits;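 active = cell killing above 50% in the first pass at 4 µM, then a duplicate retest at 5 µM averaging 50% or more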;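 also: plate controls were cells with TRAIL plus DMSO for no effect and medium-only wells lacking cells for full effect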
BaF3 parental – parental Ba/F3 viability inhibition as JAK2V617F counter-screen | 220,000 compounds, 1.1% hits | CellTiter-Glo ATP luminescence | AID 1486 | inhibition, % at 5.6 µM;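 active = inhibition above a per-campaign cutoff, the mean inhibition of all tested compounds plus 3 SD, cut at about 27% in these data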;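 also: 0% = DMSO wells and 100% = JAK Inhibitor I control wells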
CHOP inh – CHOP inhibition in unfolded protein response. CHO-K1 CHOP-promoter luciferase, tunicamycin-induced, 15-18 h. 220,000 compounds, 3.8% hits. AID 2732. inhibition, % at 10 µM;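 active = compounds that reduced the stress-induced luciferase reporter signal by more than about 70% of percent inhibition, limit read from the data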;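 also: 0% = tunicamycin plus vehicle and 100% = wells without tunicamycin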
TNF death inh – TNF-alpha cell death inhibition in Jurkat FADD-/- cells | Jurkat FADD-/- TNF necroptosis rescue, ATP luminescence, 24 h; 0 = TNF only, 100 = no-TNF cells | 220,000 compounds, 0.068% hits | activation (protection from cell death), % at 10 µM;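 active = activation, meaning protection from cell death, of at least 50% relative to plate controls; inactive = activation below 50%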;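 also: necroptosis triggered by 40 ng/mL TNF-alpha added together with compound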
RBBP9 inh – human RBBP9 hydrolase inhibition. 220,000 compounds, 0.2% hits. recombinant RBBP9, FP-Rh probe fluorescence polarization. inhibition, % at 7.94 µM;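 active = inhibition above the campaign mean of all tested compounds plus 3 SD, cut at about 14% in these data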;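 also: plate controls were DMSO wells with RBBP9 for no effect and wells lacking RBBP9 protein for full effect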
Target sequence (O75884 whole entry, looked up): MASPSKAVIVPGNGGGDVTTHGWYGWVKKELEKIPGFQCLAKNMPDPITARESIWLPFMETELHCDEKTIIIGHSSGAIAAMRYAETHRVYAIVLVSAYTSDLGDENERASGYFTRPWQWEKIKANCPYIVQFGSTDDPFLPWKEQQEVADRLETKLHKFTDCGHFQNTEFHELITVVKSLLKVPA
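Test system – recombinant human RBBP9 · Input – RBBP9 2.5 µM in dispensing solution, pre-mixing · Medium – Tris buffer pH 8.0, NaCl, Pluronic · Schedule – preincubation 30 min plus labeling 45 min at 25 °C · Measured by – fluorescence polarization · Measure – % inhibition · Controls – DMSO and no-protein wells · Replicates – one well per compound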
TRPML3 agonist – activates the human TRPML3 channel; Q8TDD5; HEK293 TRPML3-YFP, Fluo-8 calcium fluorescence; 100% = the carbachol control signal; activation, % at 3 µM; 220,000 compounds, 0.29% hits;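 active = activation above its plate's cutoff, the mean activation of the plate's test wells plus 3 SD, cut at about 12% in these data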;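 also: 0% = DMSO only wells and 100% = carbachol wells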
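system = HEK293 cells stably carrying human TRPML3-YFP | doses = one concentration, 3 µM nominal, 0.3% DMSO | timing = dye loading 1 h 37 °C then 30 min ambient, 125 s read | detection = Fluo-8 calcium dye fluorescence, ex 470-495, em 515-575 nm | benchmarks = high control carbachol 87 µM, low control DMSO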
Ba/F3 V617F tox – loss of viability in JAK2V617F-driven Ba/F3 cells; Ba/F3 EpoR-JAK2V617F viability, ATP luminescence; inhibition, % at 5.6 µM; 220,000 compounds, 1.1% hits; AID 1446;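 active = inhibition above the campaign mean plus 3 SD over all tested compounds, cut at about 24% in these data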;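 also: cytokine-independent growth of Ba/F3 cells driven by EpoR plus mutant JAK2; 0% = DMSO-treated cells and 100% = JAK inhibitor I control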
An asterisk follows results filed as active. Rows are unselected; any-hit rate near 6.8%.

Screens in order: Wee1 degr inh, zfTRPN1 agonist, PPC-1+TRAIL kill, BaF3 parental, CHOP inh, TNF death inh, RBBP9 inh, TRPML3 agonist, Ba/F3 V617F tox
CCCNC(=O)C(=O)NCCC1=CCCCC1
 : -2, -1.2, 16, 0, -25, 5.0, 3, 0.0, -2
O=C(CN1C(=O)CSc2ccccc21)NCCC1=CCCCC1
 : -1, -1.4, -11, 6, 20, -1.4, 0, -0.3, -1
COC(=O)c1c(NC(=O)COC(=O)c2ccc(NC(=O)CC#N)cc2)sc2c1CCCCC2
 : 2, 1.7, 0, 0, -17, -0.1, -13, 1.1, 1
COc1ccc(NC(=O)Nc2ccc3c(c2)CCC3)c(OC)c1
 : 6, 0.0, 16, 0, 7, 1.3, -1, -0.7, -3
Cc1c2c(nc3c(C(=O)NC4CCCCC4C)cnn13)CCCC2 (centres undefined)
 : 3, -0.9, -33, 5, 19, -6.8, -6, 0.3, -1
C[C@@H]1CC[C@H]2C(=O)N3[C@@H](CC[C@@H](C)[C@@H]3c3ccc(Br)cc3)C(=O)N2[C@H]1c1ccc(Br)cc1
 : 0, 1.2, 21, -1, 3, 1.3, 0, 0.5, -1
O=c1[nH][nH]cc1C=Nc1cc(Cl)ccc1O
 : 0, 0.3, 24, 3, 15, -2.3, 5, 0.5, 5
CC1CCN(c2nc3c(cc2C#N)COC(C)(C)C3)CC1
 : -1, 0.1, 4, 3, 58, 0.3, -8, 0.8, -3
COc1ccc(NS(=O)(=O)c2ccc(C)c(NC(=O)c3ccc(C)c(S(=O)(=O)N4CCOCC4)c3)c2)cc1
 : -2, 0.3, 0, 9, 19, 2.6, -14, -0.2, 3
COc1ccccc1OCCCCCc1c(C)n[nH]c1C
 : 0, 1.8, 20, 4, 62, -7.0, -4, 1.2, 0
COc1cccc(C(=O)Nc2cc(-c3cn4cccnc4n3)ccc2C)c1
 : -2, -0.5, 8, 1, -24, 0.5, -2, 0.4, -2
CC(C)Sc1nc(N2CCOCC2)c2c(c1C#N)CC(C)(C)SC2
 : 3, -1.6, 11, 2, 66, 1.6, -10, 1.3, 0
CC1(C)CC(=O)C(C=NCCN2CCN(C(=O)c3ccc(F)cc3)CC2)=C(O)C1
 : -1, 0.5, 2, 4, 18, -2.1, 15*, 0.3, 0
O=C(Cn1c(-c2cncs2)nc2ccccc21)NCc1ccccc1
 : 0, -0.2, -6, 2, 17, -0.8, 2, -0.2, -5
CC(CC(=O)Nc1ccccc1C(F)(F)F)c1ccccc1 (centres undefined)
 : 6, -0.9, 10, 8, 12, 1.7, -4, 0.3, -2
CCN(c1ccccc1)S(=O)(=O)c1ccc(F)cc1
 : 1, -1.1, -11, 2, 19, -1.3, -12, 0.7, 2
COc1cc(/C=N/NC(=O)CSc2ccccn2)ccc1O
 : -3, 0.3, -5, 1, 3, 3.3, -5, 0.2, 4
CC(C)CCNC(=O)Nc1ccc2c(c1)N(C)C(=O)CS2
 : 0, 1.1, -25, 5, 12, 5.8, -6, 0.8, -3
Cn1nc(C(=O)Nc2nnc(C3CC3)s2)c2ccccc2c1=O
 : 2, 0.8, -2, 3, 9, -0.1, -5, 0.8, -1
COc1ccc(S(=O)(=O)Nc2ccccc2C(=O)OC2CCCN(C)C2)cc1OC (centres undefined)
 : 1, -0.2, 18, -2, 16, -1.6, -4, -0.7, -4
CSc1ccccc1NC(=O)c1cc(C2CC2)on1
 : 0, 0.7, 6, 3, 18, -0.1, -5, -0.2, -1
Cc1c(C(=O)Nc2ccc(OC(F)(F)F)cc2)sc2nc3n(c(=O)c12)CCC3
 : -1, 5.7, 8, 9, 41, -5.9, -10, 2.1, 4
Cc1ccc(N)cc1-n1c(C)ccc1C
 : -2, 0.2, 27, 5, 8, -0.6, 1, 0.4, -1
CC1CCCCN1CCn1c(=S)[nH]c2cc3c(cc2c1=O)OCO3 (centres undefined)
 : -2, -0.8, 3, 1, -20, 3.9, -5, 0.7, -5
COc1ccc2[nH]c(=O)cc(C(=O)O)c2c1
 : 0, 0.3, -10, 2, -4, 1.0, 5, 0.6, -2
CC(NCC1(N2CCOCC2)CCCCC1)C(=O)Nc1ccc(Cl)cc1Cl (centres undefined)
 : -1, -2.3, 0, 11, -2, 0.5, 0, 11, 3
O=C(Nc1cc([N+](=O)[O-])ccc1Cl)C1CC1
 : -2, 0.0, 20, 5, 26, 1.2, -7, 0.6, 1
O=C(CN1CCOCCOCCOCC1)Nc1ccccc1
 : -2, 0.4, 19, 5, 20, -0.7, -7, 0.5, -1
O=C(NCc1ccco1)C1CCN(C(=O)c2cc3sccc3n2Cc2ccc(F)cc2)CC1
 : 1, 0.5, 22, 7, 7, -4.1, -8, 1.8, 0
Cc1ccc(-c2cc(C(=O)Nc3sc4c(c3C(=O)NCc3ccco3)CCC4)[nH]n2)c(O)c1
 : -2, -0.2, 15, 2, 31, 3.2, -5, 0.7, -2

Random excerpt: seven entries already listed
Screens in order: Wee1 degr inh, zfTRPN1 agonist, PPC-1+TRAIL kill, BaF3 parental, CHOP inh, TNF death inh, RBBP9 inh, TRPML3 agonist, Ba/F3 V617F tox
CC1CCN(c2nc3c(cc2C#N)COC(C)(C)C3)CC1
 : -1, 0.1, 4, 3, 58, 0.3, -8, 0.8, -3
CC1CCCCN1CCn1c(=S)[nH]c2cc3c(cc2c1=O)OCO3 (centres undefined)
 : -2, -0.8, 3, 1, -20, 3.9, -5, 0.7, -5
O=C(Cn1c(-c2cncs2)nc2ccccc21)NCc1ccccc1
 : 0, -0.2, -6, 2, 17, -0.8, 2, -0.2, -5
COc1ccc(S(=O)(=O)Nc2ccccc2C(=O)OC2CCCN(C)C2)cc1OC (centres undefined)
 : 1, -0.2, 18, -2, 16, -1.6, -4, -0.7, -4
O=C(NCc1ccco1)C1CCN(C(=O)c2cc3sccc3n2Cc2ccc(F)cc2)CC1
 : 1, 0.5, 22, 7, 7, -4.1, -8, 1.8, 0
CSc1ccccc1NC(=O)c1cc(C2CC2)on1
 : 0, 0.7, 6, 3, 18, -0.1, -5, -0.2, -1
COc1ccc(NS(=O)(=O)c2ccc(C)c(NC(=O)c3ccc(C)c(S(=O)(=O)N4CCOCC4)c3)c2)cc1
 : -2, 0.3, 0, 9, 19, 2.6, -14, -0.2, 3

(further entries)
Structure	Wee1 degr inh	zfTRPN1 agonist	PPC-1+TRAIL kill	BaF3 parental	CHOP inh	TNF death inh	RBBP9 inh	TRPML3 agonist	Ba/F3 V617F tox
COc1ccc(S(=O)(=O)NCC2CCCN(C(=O)c3ccccc3)C2)cc1 (centres undefined)	3	0.1	14	7	-3	1.4	-2	0.7	0
Cc1ccc2nc(N3CCN(Cc4nnnn4C4CCCC4)CC3)c(C#N)cc2c1	-2	-1.1	18	-1	5	-0.8	-4	0.1	-3
Cc1cccc(OCC(=O)Nc2ccc3c(c2)nc(CN2CCCCC2)n3C)c1	-4	4.7	6	2	13	1.3	-11	2.4	-1
COc1ccc(Cn2nnnc2C(c2ccc(N(C)C)cc2)N2CCC(C)CC2)cc1 (centres undefined)	-4	-0.2	17	2	16	-3.4	2	0.3	1
O=C(NCc1ccc(S(=O)(=O)NC2CCCCC2)s1)c1ccccc1	4	0.3	13	1	-13	2.7	-6	-0.3	2
COc1ccc(C(=O)Nc2nc(C)cc(C)n2)cc1[N+](=O)[O-]	7	1.1	4	4	-6	0.1	-7	0.9	3
COc1ccc(N2CCN(C(C)=C3C(=O)c4ccccc4C3=O)CC2)cc1	1	0.8	20	-3	9	0.9	-6	1.1	1
CSc1ccccc1NC(=O)CN(Cc1ccc(Cl)cc1)S(C)(=O)=O	1	-0.2	33	3	77*	-1.2	-1	-0.2	0
COC(=O)C/C=C/[C@@H](C)[C@@H](/C=N/OC[C@H]1O[C@H](c2ccccc2)C=C[C@@H]1Oc1ccc(OC)cc1)NS(=O)(=O)c1ccc(C)cc1	-3	0.6	10	4	36	0.1	-13	0.6	1
Cc1nc(C)n(CC(=O)N2CCCC(C(=O)c3ccc(Cl)cc3C)C2)n1 (centres undefined)	-4	0.5	7	4	17	0.9	1	0.5	0

Three entries out of the list, sorted by number of heavy atoms, largest number first:
Structure	Wee1 degr inh	zfTRPN1 agonist	PPC-1+TRAIL kill	BaF3 parental	CHOP inh	TNF death inh	RBBP9 inh	TRPML3 agonist	Ba/F3 V617F tox
COC(=O)C/C=C/[C@@H](C)[C@@H](/C=N/OC[C@H]1O[C@H](c2ccccc2)C=C[C@@H]1Oc1ccc(OC)cc1)NS(=O)(=O)c1ccc(C)cc1	-3	0.6	10	4	36	0.1	-13	0.6	1
Cc1cccc(OCC(=O)Nc2ccc3c(c2)nc(CN2CCCCC2)n3C)c1	-4	4.7	6	2	13	1.3	-11	2.4	-1
COc1ccc(S(=O)(=O)NCC2CCCN(C(=O)c3ccccc3)C2)cc1 (centres undefined)	3	0.1	14	7	-3	1.4	-2	0.7	0

New compounds follow:
Structure	Wee1 degr inh	zfTRPN1 agonist	PPC-1+TRAIL kill	BaF3 parental	CHOP inh	TNF death inh	RBBP9 inh	TRPML3 agonist	Ba/F3 V617F tox
C=CCn1c(CCNC(=O)c2ccccc2F)nnc1SCC(=O)Nc1nc2ccccc2s1	0	0.0	3	3	15	1.3	3	0.7	9
CC1(c2ccccc2)NC(=O)N(N)C1=O (centres undefined)	-1	0.7	15	0	5	1.6	0	0.1	-4
CCCCOc1ccc(/C=C/C(=O)OCC(=O)c2c(N)n(C)c(=O)n(C)c2=O)cc1OCC	-2	-0.7	37	-1	61	1.3	-4	-0.1	-1
O=S(=O)(Cc1ccccc1)N1CCC(N2CCN(c3ccccc3)CC2)CC1	1	2.1	-5	5	19	0.8	-6	0.2	1
COc1ccc(CNc2nc3ccccc3n2C)c(O)c1	1	2.4	11	-6	-31	3.4	-3	0.4	0
Cc1cc(-c2ccccc2)nc(SC(C(=O)O)c2ccccc2)n1 (centres undefined)	3	-0.1	12	4	-5	0.9	0	0.3	2

High-throughput results as filed in PubChem.
